Assay outcomes: PubChem BioAssay, National Center for Advancing Translational Sciences (NCATS)
VP16 counter = inhibits Gal4-VP16 luciferase reporter, ROR gamma counter-screen. Drosophila S2 Gal4-VP16 UAS-luciferase, luminescence, 20 h. Potency, µM (highest dose often 53.6 µM), inactives show at the top dose activity, negative = inhibition, most hits filed as inhibitors. 3.5% of 310,000 active. AID 2546;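 further: Gal4-VP16 expression switched on by copper sulfate through the metallothionein promoter; potency means the concentration at half of the fitted maximal effect; on the % scale 0 is the no-effect control and ±100 the full control effect; nearly all actives have a fitted effect of over 50% in size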
RORg inh = ROR gamma (mouse) transcription inhibition. P51450. 5.4% of 310,000 active. Drosophila S2 Gal4-RORgamma UAS-luciferase reporter, 20 h. AID 2551. Potency, µM (highest dose often 53.6 µM), for inactives: at the top dose activity change, negative = inhibition, most hits filed as inhibitors; further: potency means the concentration at half of the fitted maximal effect; on the % scale 0 is the no-effect control and ±100 the full control effect; nearly all actives have a fitted effect of over 60% in size
Target sequence (P51450 whole entry, looked up, the tested form may be a part): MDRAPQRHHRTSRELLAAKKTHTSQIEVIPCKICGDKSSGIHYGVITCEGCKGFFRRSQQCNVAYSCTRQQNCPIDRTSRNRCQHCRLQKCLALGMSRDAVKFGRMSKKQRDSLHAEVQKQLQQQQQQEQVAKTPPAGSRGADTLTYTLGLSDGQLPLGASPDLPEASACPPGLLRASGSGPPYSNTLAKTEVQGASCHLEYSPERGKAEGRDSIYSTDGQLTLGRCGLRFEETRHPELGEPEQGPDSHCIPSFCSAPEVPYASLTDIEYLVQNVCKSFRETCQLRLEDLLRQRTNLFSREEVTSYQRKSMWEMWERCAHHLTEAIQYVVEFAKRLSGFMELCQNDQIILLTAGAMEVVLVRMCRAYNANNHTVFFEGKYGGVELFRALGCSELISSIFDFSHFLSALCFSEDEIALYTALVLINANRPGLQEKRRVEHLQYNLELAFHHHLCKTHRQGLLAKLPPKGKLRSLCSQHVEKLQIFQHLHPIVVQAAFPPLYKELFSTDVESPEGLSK
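Read-out: Photinus luciferase luminescence; inhibitors lower reporter signal. Insect Schneider cells with Gal4-ROR gamma fusion under metallothionein promoter, UAS reporter; 700 uM final copper sulfate induction, 20 hr, ambient temperature.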
uPA surface inh = blocks generation of uPA at the cell surface | 0.31% of 330,000 active | Potency, µM (titrated, usually from 38.3 µM), inactives show at the top dose activity change, negative = inhibition, usual class: inhibitors | cell surface uPA generation assay, qHTS | AID 540303; active means well fitted inhibition curve with a large enough effect; inconclusive means small, poorly fitted or top-dose-only effect; inactive means no such curve, though single readings can be large or run the other way; tested in mouse RAW 264.7 cells; further: potency means the concentration at half of the fitted maximal effect; on the % scale 0 is the no-effect control and ±100 the full control effect; nearly all actives have a fitted effect of over 55% in size
Tb PFK inh = inhibitors of T. brucei phosphofructokinase; Potency, µM (top dose mostly 57.5 µM), for inactives: at the top dose activity, negative = inhibition, most hits filed as inhibitors; AID 485367; O15648; 0.17% of 330,000 active; T. brucei PFK, ADP-Glo luminescence;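 further: potency means the concentration at half of the fitted maximal effect; 0% = uninhibited 1x PFK enzyme wells and -100% = no-enzyme wells; nearly all actives have a fitted effect of over 60% in size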
Target sequence (O15648 whole entry, looked up): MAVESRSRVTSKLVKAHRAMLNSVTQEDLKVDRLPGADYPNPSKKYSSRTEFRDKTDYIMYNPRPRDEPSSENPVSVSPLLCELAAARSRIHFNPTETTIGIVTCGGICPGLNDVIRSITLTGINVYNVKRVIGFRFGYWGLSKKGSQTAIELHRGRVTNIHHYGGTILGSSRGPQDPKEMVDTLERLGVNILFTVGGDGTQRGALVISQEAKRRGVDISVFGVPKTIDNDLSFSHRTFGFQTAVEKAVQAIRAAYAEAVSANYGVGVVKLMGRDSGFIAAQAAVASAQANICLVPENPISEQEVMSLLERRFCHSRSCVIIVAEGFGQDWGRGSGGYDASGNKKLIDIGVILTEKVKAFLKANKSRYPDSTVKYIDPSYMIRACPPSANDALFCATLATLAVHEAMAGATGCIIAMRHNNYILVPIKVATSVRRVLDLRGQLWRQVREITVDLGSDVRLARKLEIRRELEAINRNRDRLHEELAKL
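In TEA buffer at pH 8.0 with 5 mM MgCl2, enzyme (1.25 nM) converted F6P (0.5 mM) and ATP (0.1 mM) for 45 min at room temperature. ADP product was read by luciferase luminescence.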
KCNH2 3.1 inh = inhibitors of human KCNH2 3.1 potassium channel isoform. 0.95% of 340,000 active. AID 720553. activity change, % (tested at about 1.8 µM). U2OS KCNH2 3.1, thallium flux FluxOr; active compounds read low;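 active means maximum activity change below -70%; inconclusive means maximum activity change from -70% to -50%; inactive means maximum activity change above -50%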;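 further: thallium influx rate constant from kinetic fluorescence after stimulation buffer; on the % scale 0 is the no-effect control and ±100 the full control effect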
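Thallium flux via FluxOr fluorescence (Red40 quencher, 45 min loading) in U2OS cells virally expressing the KCNH2 3.1 isoform (1.77 x 10^8 /mL virus, overnight at 37 C). Rate constants from 2-min kinetic reads post-stimulation, normalised to positive and negative controls.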
FLuc modulator = firefly luciferase modulation, counter-screen for miR-21 project. 6.9% of 360,000 active. purified FLuc, Km substrates, luminescence inhibition. Potency, µM (doses to about 57.5 µM), for inactives: top-dose activity change, negative = inhibition, most hits filed as inhibitors. AID 588342;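 further: potency means the concentration at half of the fitted maximal effect; plate controls were vehicle for no effect and reference inhibitor for full effect; nearly all actives have a fitted effect of over 55% in size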
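Purified P. pyralis luciferase, 10 nM final, with Km-level 10 uM D-luciferin and 10 uM ATP in 50 mM Tris acetate pH 7.5, 10 mM Mg acetate, 0.01% Tween-20, 0.05% BSA; 6-point qHTS titration about 60 µM downward; luminescence read.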
ELG1 genotoxic = genotoxicity induction in ELG1-luciferase HEK293T cells. HEK293T ELG1-luciferase reporter, luminescence, 16 h. Potency, µM (doses to about 46 µM), inactives show at the highest dose activity change, positive = activation, usual class: activators. AID 504466. 1.3% of 330,000 active; further: potency means the concentration at half of the fitted maximal effect; % of control where 0% means no effect; nearly all actives have a fitted effect of over 60% in size
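DMSO vehicle served as control against compound-treated ELG1-luciferase HEK293T cells; exposure lasted 16 hr at 37 °C and 5% CO2, followed by ONE-Glo luminescence detection after 30 min.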
NPC1 promoter act = activators of NPC1 promoter; 2.4% of 320,000 active; AID 485313; Huh7 NPC1 promoter luciferase reporter, 24 h; Potency, µM (series often up to 9.22 µM), without a hit: at the top dose activation, most hits filed as activators;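 further: potency means the concentration at half of the fitted maximal effect; % of control where 0% means no effect; nearly all actives have a fitted effect of over 60% in size; reporter is driven by a mutant NPC1 promoter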
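Luminescence from an NPC1 promoter-driven luciferase reporter in stably transfected Huh7 cells was measured after 24 h compound treatment at 37 °C, followed by 10 min ambient incubation with luciferase detection reagent.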
Rab9 promoter act = activates the Rab9 promoter. Huh7 Rab9 promoter-luciferase reporter, luminescence, 24 h. Potency, µM (doses to about 9.22 µM), inactives show at the highest dose activation, negative = inhibition, actives largely listed as activators. 2.8% of 320,000 active. AID 485297; further: potency means the concentration at half of the fitted maximal effect; % of control where 0% means no effect; nearly all actives have a fitted effect of over 60% in size
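Promoter activation is measured as luciferase luminescence in Huh7 cells stably transfected with a Rab9 promoter–luciferase construct, following 24 h compound exposure at 37 °C and 10 min reagent incubation at ambient temperature.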
Coupling enz = inhibits coupling enzyme system, counter-screen for aldolase hits; activity change, negative = inhibition, % at 58.2 µM, hits read low; 0.67% of 290,000 active; coupling enzyme system counterscreen, AmpLite Red fluorescence; in the data active means activity change below about -30%; further: on the % scale 0 is the no-effect control and ±100 the full control effect
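Counterscreen of the coupled detection system alone, without aldolase: glyceraldehyde-3-phosphate coupling enzymes plus AmpLite Red readout. Compounds at 57.5 uM final, 10 min RT preincubation, 20 min RT reaction, fluorescence 525/598 nm.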
Giardia kill = Giardia lamblia killing. AID 540267. Giardia lamblia trophozoite viability. activity change, % at 7.66 µM, hits read low. 0.15% of 340,000 active; in the data active means activity change below about -80%; inconclusive means between about -30% and that limit;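 further: parasites exposed to compound for two days anaerobically before the ATP read; on the % scale 0 is the no-effect control and ±100 the full control effect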
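Viability, read as ATP luminescence: trophozoites at 100 cells/well, compound added, 48 hrs anaerobic at 37 deg C, then 15-30 min room-temperature development before reading.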
An asterisk follows results filed as active; ? = inconclusive; nt = not tested or not shown. Unless noted, the call rests on the fitted dose curve; in most records, active means well fitted curve in the direction sought with a large enough effect; inconclusive means small, poorly fitted or top-dose-only effect, or another doubt; inactive means no such curve, though single readings can be large; an effect the other way counts as inactive or inconclusive.

SMILES	VP16 counter	RORg inh	uPA surface inh	Tb PFK inh	KCNH2 3.1 inh	FLuc modulator	ELG1 genotoxic	NPC1 promoter act	Rab9 promoter act	Coupling enz	Giardia kill
CCC(=O)Nc1cc(Cl)ccc1N1CCN(C(=O)CC)CC1	1%	0%	8%	-2%	4	-5%	-21%	0%	-5%	-26	2
Cc1cc(C)cc(NC(=O)NC2CCN(CC(=O)Nc3cccc(Cl)c3C)CC2)c1	-4%	-1%	-2%	1%	6	0%	-6%	-9%	-4%	4	-7
O=C1CN(c2nc(-c3ccccc3)c3ccccc3n2)c2ccccc2N1	?	-3%	0%	4%	5	3%	3%	9%	-3%	2	-26
CCc1c(C(=O)NC2CCCc3ccccc32)[nH]c(C)c1C(C)=O (stereo unspecified)	-3%	-16%	1%	-2%	3	-2%	-9%	-1%	0%	3	11
COC(=O)c1ccc(S(=O)(=O)NCc2ccccn2)n1C	-2%	15%	-5%	-3%	-14	0%	0%	-4%	-3%	5	12
CCN(CC(=O)Nc1c(F)cccc1F)C(=O)c1ccc2ncsc2c1	nt	nt	-2%	-4%	-9	2%	1%	-1%	-2%	nt	12
Cc1ccc(Cl)cc1NC(=O)NCc1ccccn1	-8%	-14%	8%	1%	-2	-2%	4%	-2%	3%	-2	-5
CN(c1ccccc1)S(=O)(=O)c1ccc(C(=O)Nc2nnc(-c3ccco3)o2)cc1	1.1µM*	0.71µM*	-5%	-12%	nt	?	-11%	-8%	-6%	4	-2
CCC(CC)NCC(O)COc1ccc(Br)cc1 (stereo unspecified)	-6%	-1%	-4%	-3%	24	-2%	-9%	-6%	7%	1	1
COc1cccc2cc(C(=O)CC3(O)C(=O)N(Cc4ccccc4)c4ccccc43)c(=O)oc12 (stereo unspecified)	-2%	2%	-3%	0%	-12	1%	0%	-3%	-7%	nt	1
Cc1ccc(-c2csc(N(Cc3ccccc3)C(=O)COc3ccccc3)n2)cc1	0%	0%	2%	-1%	-2	-2%	-2%	1%	9%	-1	24
CN(C(=O)c1ccccc1F)C(c1ccccc1)c1ccccc1	18%	44%	-9%	-1%	7	-2%	-15%	-1%	-7%	1	7
Cc1ccc(C(=O)N2CCN(C)CC2)cc1S(=O)(=O)N1CCCCC1	-6%	-5%	-2%	2%	16	-9%	-3%	5%	6%	-1	5
CCOC(=O)c1c(C)nc(C)c(C(=O)OCC)c1-c1ccccc1	-12%	15%	nt	-6%	8	6µM*	19%	4µM*	2.2µM*	1	1
Cc1ccc(C(=O)NC2CCN(C(=O)NC3CCCCC3)CC2)cc1	-9%	?	1%	-7%	-11	0%	0%	1%	-3%	-1	4
C=C(C)C(C)(C#CCN1CCCC1)OC(C)=O (stereo unspecified)	6%	13%	nt	-7%	5	0%	-9%	-2%	-6%	3	10
COc1ccc(N=C(c2ccccc2)c2c(C)[nH]n(-c3ccccc3)c2=O)c(OC)c1	-11%	-20%	1%	4%	11	0%	-7%	-4%	-10%	-8	21
CCN1CCN(C(c2cccs2)C(C)NS(=O)(=O)c2ccc(F)cc2)CC1 (stereo unspecified)	-8%	0%	10%	-9%	-7	1%	-4%	4%	-11%	-1	8
O=C1N/C(=N/N=C/c2ccc(F)cc2)SC1c1ccccc1 (stereo unspecified)	-16%	-23%	-1%	-4%	-44	15µM*	9%	2%	15%	3	25
COc1ccccc1C(=O)Nc1ccc2c(c1)CN(Cc1cnc(C)s1)CC2	3%	1%	5%	-11%	11	?	-12%	-1%	9%	nt	7
O=C(CSCCO)Nc1nccs1	-5%	-8%	1%	-5%	-6	6%	-1%	-2%	7%	1	1
CCN(CC)C(=O)CN(c1cc2c(cc1OC)oc1ccccc12)S(=O)(=O)c1ccccc1	-6%	2%	2%	nt	-14	0%	nt	nt	nt	0	4
O=C(Nc1ccccc1C(=O)O)c1cc(S(=O)(=O)N2CCOCC2)cs1	-3%	29%	3%	-2%	-28	19µM*	1%	1%	4%	10	-7
COc1cc(C(=O)N2CCN(C/C=C/c3ccccc3)CC2)cc(OC)c1C	-1%	?	2%	0%	-2	7%	-8%	-1%	0%	1	-14
COC(=O)c1c(NC(=O)c2ccccc2)sc2c1CC(C)(C)NC2(C)C	16%	4%	-4%	1%	-5	1%	2%	0%	-7%	5	6

3 compounds already listed, sorted by the value under Tb PFK inh, low to high:
Molecule | Tb PFK inh
CCN1CCN(C(c2cccs2)C(C)NS(=O)(=O)c2ccc(F)cc2)CC1 (stereo unspecified) | -9%
CCC(=O)Nc1cc(Cl)ccc1N1CCN(C(=O)CC)CC1 | -2%
COc1ccc(N=C(c2ccccc2)c2c(C)[nH]n(-c3ccccc3)c2=O)c(OC)c1 | 4%

Additional structures follow:
SMILES	VP16 counter	RORg inh	uPA surface inh	Tb PFK inh	KCNH2 3.1 inh	FLuc modulator	ELG1 genotoxic	NPC1 promoter act	Rab9 promoter act	Coupling enz	Giardia kill
CN(C)S(=O)(=O)N1CCc2ccccc21	1%	20%	3%	5%	-2	2%	-2%	14%	4%	-1	25
Cn1nc(C(F)(F)F)c(/C=N/OC(=O)c2ccccc2)c1SCc1ccccc1Cl	2%	?	-16%	-2%	-29	-3%	-1%	-11%	-17%	0	4
CCCCn1c(SCC(=O)NC2CCS(=O)(=O)C2)nc2cc(S(N)(=O)=O)ccc21 (stereo unspecified)	2%	20%	3%	1%	-6	3%	0%	1%	4%	0	-13
O=S(=O)(Nc1cccnc1Cl)c1ccc2c(c1)OCCO2	-9%	-13%	-3%	-4%	-33	6%	3%	-5%	-8%	7	2
CC(C)CC1NC2(C(=O)N(C)c3ccccc32)C2C(=O)N(C(C)C)C(=O)C12 (stereo unspecified)	-16%	-4%	9%	-8%	17	7%	-3%	1%	-2%	0	-11
O=C(c1ccncc1)c1ccc(N2CCN(C3CC(=O)N(Cc4ccccc4)C3=O)CC2)cc1 (stereo unspecified)	?	40%	-11%	-9%	-13	1%	-15%	-3%	-17%	3	-14
CN(C)c1ccc(NC(=S)N(CCc2ccccc2)C2CC(=O)N(c3c(Cl)cccc3Cl)C2=O)cc1 (stereo unspecified)	3%	18%	0%	-2%	2	-2%	-9%	0%	0%	0	1
CCCC(=O)Nc1ccc(OCC(=O)OC)cc1	8%	0%	-3%	-6%	-16	-2%	2%	0%	-4%	1	4
O=C(CSc1nnc(Cc2ccccc2)o1)Nc1cccc(F)c1	-4%	-10%	1%	1%	-10	2%	6%	1%	-3%	nt	-21
Brc1ccc(CN2CC[C@H]3C=CCc4cccc(c43)C2)cc1	nt	nt	16%	3%	nt	0%	-2%	-2%	-3%	nt	1
CC(C)CN(C(=O)COC(=O)c1ccc2c(c1)OCCO2)c1c(N)n(Cc2ccccc2)c(=O)[nH]c1=O	nt	nt	-3%	-3%	-3	2%	-7%	2%	2%	nt	-5
CCOC(=O)c1c(C)[nH]c(C=O)c1Cc1cccc(Cl)c1	-27%	21%	-14%	0%	3	-1%	2%	1%	-1%	-4	-4
CC(NC(=O)c1ccco1)C(=O)N1CC=C(c2ccccc2)CC1 (stereo unspecified)	nt	nt	-8%	-6%	-4	nt	-1%	nt	nt	nt	-1
COCCn1c(=O)[nH]c(=O)c2cc(C(=O)c3cc(Cl)ccc3O)cnc21	-5%	?	-1%	4%	-3	-13%	-6%	-1%	8%	5	-4
O=C(Nc1ccccc1)N(c1ccccc1)C1C=CS(=O)(=O)C1 (stereo unspecified)	-7%	9%	-3%	2%	6	-3%	0%	-6%	0%	4	-7
Cc1nccn1CCCN1C(=O)OC2(CCCCC2)C1(C)O (stereo unspecified)	-11%	8%	5%	-3%	-2	-1%	0%	1%	-3%	-4	-5
Cc1ccccc1Cn1c2ccccc2c2cn[nH]c(=O)c21	0%	-22%	-4%	1%	3	3%	-2%	-3%	-6%	-7	6
O=C(Nc1ccccc1OC(F)F)c1ccc(Br)o1	19%	7%	0%	2%	-9	-2%	2%	-4%	-2%	5	-2
COc1ccccc1N(CCC#N)C(=O)COC(=O)CCC(=O)c1ccc(F)cc1	nt	nt	-14%	3%	16	-10%	-5%	-2%	2%	nt	18
CC(C)CCNC(=S)NC1CCCC1	?	2.8µM*	-1%	1%	0	4%	0%	2%	2%	1	7
COc1ccc(OC)c(Nc2nc(N(C)c3ccccc3)nc(N)c2[N+](=O)[O-])c1	2%	0%	-4%	1%	3	5%	-7%	2%	-4%	-3	?
CN(C)c1ccc(C2CC(c3cccc(NS(C)(=O)=O)c3)=NN2C(=O)c2ccccc2)cc1 (stereo unspecified)	-6%	?	-2%	-8%	7	-5%	-3%	-1%	-10%	-9	13
CCOC(=O)C(C(=O)OCC)C1N=C(N)N=C2Oc3ccccc3N21 (stereo unspecified)	?	?	-5%	-3%	7	-7%	?	?	27%	3	10
Cc1ccc(C)c(N2CN(Cc3cccnc3)CNC2=S)c1	-8%	-27%	1%	1%	-10	1%	-2%	-1%	-12%	4	2
